Compound activity: PubChem, The Scripps Research Institute Molecular Screening Center
ULK1 primary: inhibitors of human ULK1 kinase | AlphaScreen Atg13 phosphorylation by ULK1, luminescence | actives 1.9% (n = 30,000) | inhibition, % at 5.96 µM; in the data active = inhibition above about 43%;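 note: 0% = median of compound wells and 100% = no enzyme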
Target sequence (O75385 whole entry, looked up): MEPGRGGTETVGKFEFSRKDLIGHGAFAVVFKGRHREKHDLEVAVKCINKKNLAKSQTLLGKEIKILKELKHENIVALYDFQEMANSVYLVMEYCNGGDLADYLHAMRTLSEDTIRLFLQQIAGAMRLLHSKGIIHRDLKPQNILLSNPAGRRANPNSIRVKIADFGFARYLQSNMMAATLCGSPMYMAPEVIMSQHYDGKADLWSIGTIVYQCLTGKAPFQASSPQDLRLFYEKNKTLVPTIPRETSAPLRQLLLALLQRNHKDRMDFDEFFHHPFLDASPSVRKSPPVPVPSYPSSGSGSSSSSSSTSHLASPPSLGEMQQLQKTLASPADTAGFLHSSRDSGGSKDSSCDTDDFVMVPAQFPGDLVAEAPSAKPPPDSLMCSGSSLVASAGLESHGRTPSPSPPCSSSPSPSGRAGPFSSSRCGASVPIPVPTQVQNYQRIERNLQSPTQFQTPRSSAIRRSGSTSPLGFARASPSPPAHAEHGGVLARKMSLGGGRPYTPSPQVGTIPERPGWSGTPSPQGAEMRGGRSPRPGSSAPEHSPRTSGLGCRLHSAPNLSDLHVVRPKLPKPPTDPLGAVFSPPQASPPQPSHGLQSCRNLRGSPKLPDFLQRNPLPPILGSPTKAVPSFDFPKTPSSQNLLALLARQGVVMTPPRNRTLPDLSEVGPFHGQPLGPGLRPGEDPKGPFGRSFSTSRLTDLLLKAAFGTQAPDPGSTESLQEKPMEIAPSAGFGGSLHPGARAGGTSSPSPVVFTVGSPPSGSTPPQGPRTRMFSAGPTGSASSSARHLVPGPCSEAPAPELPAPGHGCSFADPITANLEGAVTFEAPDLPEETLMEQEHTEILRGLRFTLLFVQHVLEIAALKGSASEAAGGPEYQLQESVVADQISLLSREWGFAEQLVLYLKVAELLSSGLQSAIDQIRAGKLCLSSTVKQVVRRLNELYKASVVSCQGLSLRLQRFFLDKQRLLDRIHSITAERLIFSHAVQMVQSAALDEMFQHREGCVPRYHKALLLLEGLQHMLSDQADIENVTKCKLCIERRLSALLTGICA
ASK1 primary: inhibitors of human ASK1 kinase; Q99683; AlphaScreen MKK6 phosphorylation by ASK1, luminescence; inhibition, % at 7.44 µM; actives 0.99% (n = 22,000); in the data active = inhibition above about 35%;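 note: 0% = median of compound wells and 100% = no enzyme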
* marks the source's active call; other numbers are inactive results; nt = not tested or not shown; & = joins results of further samples.

ULK1 primary | ASK1 primary | Structure
10 | 10 | O=C1CCCN1CCn1cnc2c(Nc3ccccc3)nc(Nc3ccc4ncccc4c3)nc21
7 | nt | Cc1ccc(Cc2c(N3CCC4(CC3)OCCO4)[nH]c(=O)n(C)c2=O)cc1
12 | 16 | O=C(Nc1ccccc1)c1ccc2nc(-c3cccs3)sc2c1
5 | nt | O=C1NC(=S)S/C1=C\c1c(NCC2CCCO2)nc2ccccn2c1=O (centres undefined)
-11 | 12 | COc1cc(NC(=O)c2cccc(-n3cc(NC(=O)OCc4ccccc4Cl)cn3)c2)cc(OC)c1OC
-21 | 14 | FC(F)(F)c1ccc(Cn2cnc3c(NCCOc4ccccc4)nc(N4CCN(Cc5ccc6c(c5)OCO6)CC4)nc32)cc1
-15 | -15 | CCN1CCN(c2c(Cl)cccc2NC(=O)c2cccc3ccccc23)CC1
-8 | nt | CCOC(=O)C1=C2c3ccc4ccccc4c3CC(C)(C)N2C(=O)C1=O
-6 | -28 | O=C1CCCN1CCn1cnc2c(NCc3cccc(C(F)(F)F)c3)nc(NCCN3CCOCC3)nc21
-13 | 16 | COc1cc(Nc2nc(Nc3cc(OC)c(OC)c(OC)c3)c3ncn(-c4ccsc4)c3n2)cc(OC)c1OC
12 | 3 | O=C(Nc1ccc(-c2cn[nH]c2)cc1)C1CCc2ccccc2O1 (centres undefined)
-8 | -1 | O=C(NCc1cccc(C(F)(F)F)c1)c1ccnc(-c2ccc(N3CCOCC3)nc2)c1

The list goes on, starting with the last six of the part before.
ULK1 primary | ASK1 primary | Structure
-15 | -15 | CCN1CCN(c2c(Cl)cccc2NC(=O)c2cccc3ccccc23)CC1
-8 | nt | CCOC(=O)C1=C2c3ccc4ccccc4c3CC(C)(C)N2C(=O)C1=O
-6 | -28 | O=C1CCCN1CCn1cnc2c(NCc3cccc(C(F)(F)F)c3)nc(NCCN3CCOCC3)nc21
-13 | 16 | COc1cc(Nc2nc(Nc3cc(OC)c(OC)c(OC)c3)c3ncn(-c4ccsc4)c3n2)cc(OC)c1OC
12 | 3 | O=C(Nc1ccc(-c2cn[nH]c2)cc1)C1CCc2ccccc2O1 (centres undefined)
-8 | -1 | O=C(NCc1cccc(C(F)(F)F)c1)c1ccnc(-c2ccc(N3CCOCC3)nc2)c1
-4 | -4 | COc1cc(NC(=O)c2ccc3nc(Nc4cccc(N(C)C)c4)sc3c2)cc(OC)c1OC
-10 | nt | NNCCc1ccccc1
-29 | 3 | Cc1cnc(NCc2ccc3c(c2)OCO3)nc1NCc1cccc(C(F)(F)F)c1
-24 | nt | COc1cc(OC)nc(Oc2ccccc2C(=O)NNC(C)(C)C)n1
-13 | -9 | FC(F)(F)c1ccc(Nc2nc(NCc3cccc(C(F)(F)F)c3)c3[nH]cnc3n2)cc1
-8 | 7 | COc1cc(Nc2nc(-c3ccc(C(=O)NC4CC4)cc3)nc3c2ncn3-c2ccccc2)cc(OC)c1OC
1 | nt | COc1ccc(C(=O)NNC(=O)CCC(=O)NNC(=O)c2ccc(OC)cc2)cc1
6 | -4 | Cc1cc(NCCN2CCOCC2)nc(Nc2ccnn2C)n1
8 | 12 | COc1ccc(-c2nc(Nc3ccccc3)nc(OC)n2)cc1
4 | nt | Nc1ccc(/C=C/c2nc3ccccc3[nH]2)cc1
-7 | 20 | COc1ccc(CCNC(=O)c2cccc(Nc3ccc(-n4ccnc4)cc3)n2)cc1
9 | -5 | CC(=O)Nc1ccc(Nc2ncnc3c2nc(-c2c(C)nn(C)c2C)n3C(C)C)cc1
4 | -20 | Cc1cc(N)nc(Nc2ccccc2)n1
-7 | nt | Cc1ccc(S(=O)(=O)NCl)cc1
2 | nt | Cc1ccccc1N1C(=O)C(Cl)=C(NCCO)C1=O
-4 | nt | Cc1ccc(NC(=O)C2CCCCN2S(=O)(=O)c2ccc(Cl)s2)cc1 (centres undefined)
16 | 5 | CCCNC(=O)c1ccc2nc(N3CCCC3CO)sc2c1 (centres undefined)
0 | -11 | CC(C)N(CCNc1nc(Nc2ccnn2C)nc2c1ncn2-c1ccsc1)C(C)C
10 | nt | NNc1ccc(C(N)=O)nn1
5 | 0 | CC(=O)Nc1ccc(NC(=O)c2cnc(N3CCc4ccccc4C3)s2)cc1
7 | -15 | c1ccc2c(c1)OCC(c1nc(-c3ccc(-c4ncnc5[nH]ccc45)cc3)n[nH]1)O2 (centres undefined)
3 | -6 | Cc1noc(C)c1-c1nc(NCc2cccc(C(F)(F)F)c2)c2ncn(-c3ccsc3)c2n1
1 | -16 | O=C(Cc1cn(-c2ccc(NC3CCN(Cc4ccccc4)CC3)nn2)c2ccccc12)NCCOc1ccccc1
-15 | -3 | Cn1c(Nc2nc(Nc3ccccc3)c3ncn(-c4ccccc4)c3n2)nc2ccccc21
-6 | nt | Cc1ccc(S(=O)(=O)N(Cc2ccccc2)Cc2ccc(/C=C(/C#N)C(N)=O)o2)cc1
-32 | 13 | NC(=O)c1ccc(Nc2nccc(-c3cccc(Nc4ccccc4)c3)n2)cc1Cl
-12 | nt | CC(C)(C)C(=O)OCOP(=O)(COCCn1cnc2c(N)ncnc21)OCOC(=O)C(C)(C)C
2 | nt | COc1ccc(NC(=O)CSc2nnc3n2CCN3c2ccccc2)cc1OC
7 | 12 | CN1CCN(c2ccc(-c3nc(NCc4cccnc4)c4ncn(C5CCCCC5)c4n3)cc2)CC1
37 | 10 | CN(C)c1cccc(Nc2nc(NCCCN3CCCC3=O)c3[nH]cnc3n2)c1
5 | nt | CC(=O)c1ccc(NC(=O)COc2cccc3ccc(N4CCCC(C)C4)nc23)cc1 (centres undefined)
2 | 2 | O=C(NCCc1ccc(O)cc1)c1cncc(-c2cccs2)c1
-6 | 2 | CC(C)n1cnc2c(NCCCN3CCCC3=O)nc(Nc3ccc(C(F)(F)F)cc3)nc21
9 | -2 | Cc1nn(C)c(C)c1-c1nc2c(NCCCN3CCCC3=O)ncnc2n1C(C)C
3 | -8 | O=C(NC1CCN(Cc2ccccc2)CC1)c1cncc(Nc2ccccn2)c1
0 | 6 | O=c1[nH]c(C2COc3ccccc3O2)nc2ccc(-c3ccncc3)cc12 (centres undefined)
19 | 13 | O=C([C@H](O)c1ccccc1Cl)N1CCCN(S(=O)(=O)c2cccc3cnccc23)CC1
-21 | -22 | Nc1cccc(-c2nc3ccc(C(=O)NCCOc4ccccc4)cc3s2)c1
6 | 1 | O=C(NCCN1CCOCC1)c1cccc(Nc2ccc3ncccc3c2)c1
-1 | -4 | COc1ccc(C(N)C(=O)N2CCCN(C(=O)c3ccc4[nH]ncc4c3)CC2)cc1 (centres undefined)
4 | nt | Cc1nc(-c2ccncc2)cc(N2CCN(CCO)CC2)n1
-22 | -17 | Nc1nc(NCc2cccc(C(F)(F)F)c2)cc(-c2ccccc2)n1
-2 | nt | CCCCN1CC(O)=C(c2nc3ccccc3s2)C1=N
-9 | 11 | COc1ccc(CCNc2nc(Nc3cnccn3)nc3c2ncn3-c2ccsc2)cc1
-15 | 0 | CC(=O)Nc1ccc(Nc2nc(-c3c(C)nn(C)c3C)nc3c2ncn3-c2ccccc2)cc1
8 | -10 | Clc1ccc(CN2CCC[C@H]2c2nc3ccc(-c4ccncc4)cc3[nH]2)cc1
2 | 10 | O=C(Cc1cn(-c2ccc(Nc3ccccc3)nn2)c2ccccc12)NC1CC1
-6 | 17 | NC(=O)c1ccc(Nc2nccc(-c3ccccc3)n2)c(Cl)c1
1 | nt | CCc1ncnc2cc(OC)c(OC)cc12
-13 | 11 | COc1ccc(CCNc2cc(N3CCN(Cc4ccc5c(c4)OCO5)CC3)nc(N)n2)cc1
-24 | 10 | COc1cc2nc(-c3csc4ccccc34)nc(N)c2cc1OC
19 | 7 | COc1ccc(-c2ncc(C(=O)Nc3ccc(N4CCOCC4)cc3)s2)cc1
-4 | -5 | COc1ccc(CCNC(=O)c2ccc3nc(N4CCCC4CO)sc3c2)cc1 (centres undefined)
-3 | 3 | COc1cc(Nc2nc(NCCN(C(C)C)C(C)C)c3ncn(C(C)C)c3n2)cc(OC)c1OC
-33 | 7 | c1cnc2ccc(Nc3nccc(Nc4ccc5c(c4)OCO5)n3)cc2c1
-8 | -9 | CC(=O)Nc1ccc(Nc2nc(Nc3nccc4ccccc34)nc3c2ncn3-c2ccsc2)cc1
0 | nt | CC(C)OC(=O)C(C)(C)Oc1ccc(C(=O)c2ccc(Cl)cc2)cc1
7 | 11 | c1cncc(CNc2ccnc(NCc3ccc4c(c3)OCO4)n2)c1
1 | -17 | O=C(Nc1ccc(N2CCOCC2)cc1)c1cnc(N2CCc3ccccc3C2)s1
-4 | 3 | NC(=O)c1ccc(-c2ccc(C(=O)NCCc3ccc(O)cc3)s2)cc1

Quoted at random: 2 records from the list, in no set order.
ULK1 primary | ASK1 primary | Structure
-33 | 7 | c1cnc2ccc(Nc3nccc(Nc4ccc5c(c4)OCO5)n3)cc2c1
-13 | 11 | COc1ccc(CCNc2cc(N3CCN(Cc4ccc5c(c4)OCO5)CC3)nc(N)n2)cc1

Following part.
ULK1 primary | ASK1 primary | Structure
17 | -6 | CC(=O)Nc1ccc(Nc2nc(NCCN3CCOCC3)nc3c2ncn3-c2ccsc2)cc1
-18 | nt | CN(C)CCCN1c2ccccc2CCc2ccc(Cl)cc21
-8 | nt | Cc1ccc2nc3nc(NCC4CCCO4)c(C(=O)NC4CCCC4)cc3c(=O)n2c1 (centres undefined)
5 | nt | CCOc1c(C)cnc2c1c(=O)n(CC(=O)Nc1ccc(F)cc1F)c(=O)n2C
-7 | nt | Cn1c(=O)[nH]c(N2CCOCC2)c(Cc2ccc([N+](=O)[O-])cc2)c1=O
34 | -13 | O=c1ccc(-c2ccc3cnc(Nc4ccc(-n5cnc(N6CCOCC6)n5)cc4)nc3c2)c[nH]1
2 | 0 | CCCNc1cc(-c2cccc(C(C)=O)c2)ncn1
-26 | 13 | CC(CNC(=O)c1cccc(-n2ncc3cc(Nc4c(Cl)cccc4Cl)ccc32)c1)N1CCOCC1 (centres undefined)
30 | -5 | CC(C)n1cnc2c(NCCCN3CCCC3=O)nc(Nc3ccc(-n4ccnc4)cc3)nc21
-16 | 3 | O=C(NCc1nc(-c2ccncc2)n[nH]1)c1ccc(Oc2ccccc2)cc1
-4 | nt | N#CC1=C(SCC(=O)Nc2ccccc2)NC(=O)CC1c1cccc2ccccc12 (centres undefined)
-4 | 2 | c1ccc(CNc2nc(NCc3cccnc3)nc3c2ncn3-c2ccccc2)cc1
-11 | nt | O=C(CCl)Nc1ccc2ncccc2c1
-5 | 2 | CCCNC(=O)c1cccc(Nc2ccnn2C)n1
-7 | 2 | c1ccc(OCCNc2cc(Nc3ccncc3)ncn2)cc1
-4 | 6 | N[C@H](Cc1ccc(Cl)cc1)c1nc2ccc(-c3ccncc3)cc2[nH]1
11 | 5 | Cc1nc(C)n(-c2ccc(Nc3ncc(F)c(-c4cc(F)cc(N5CCC(O)CC5)c4)n3)cc2)n1
-15 | -9 | COc1cccc(COC(=O)Nc2ccc(-c3cn[nH]c3)cc2)c1
-6 | -8 | O=C1CCCN1CCCNc1nc(NCCN2CCOCC2)c2ncn(C3CCCCC3)c2n1
-20 | -16 | O=C(NCc1ccccc1)c1ccnc(Nc2cccnc2)c1
-12 | -9 | CC(C)n1cnc2c(NCC3CCCO3)nc(-c3ccccc3)nc21 (centres undefined)
-13&-16 | nt | O=[N+]([O-])c1ccc(S(=O)(=O)Nc2nccs2)cc1
4 | -4 | O=C(NC1CC1)c1ccc(-c2ncc(C(=O)NCCCN3CCCC3=O)s2)cc1
10 | -20 | O=C(NC1CC1)c1csc(NCCN2CCOCC2)n1
5 | nt | CCc1c(C)nc(-n2nc(C)cc2NC(=O)c2ccc(-c3ccccc3)cc2)[nH]c1=O
-4 | 32 | COc1cc(Nc2cc(C)nc(N3CCN(Cc4ccc5c(c4)OCO5)CC3)n2)cc(OC)c1OC
13 | 20 | CN(C)c1cccc(Nc2nc3ccc(C(=O)NC4CC4)cc3s2)c1
4 | 0 | O=C1CCCN1CCCNc1ccnc(Nc2cnccn2)n1
15 | 10 | c1ccc(CN2CCC(Nc3nc(Nc4ccc5ncccc5c4)nc4c3ncn4-c3ccsc3)CC2)cc1
-10 | -1 | O=C(NCCN1CCOCC1)c1csc(Nc2nccc3ccccc23)n1
-2 | 0 | O=C([C@@H](O)CSc1ccc(Br)cc1)N1CCC(Nc2ccc3[nH]ncc3c2)CC1
-43 | -12 | Cc1nc(C)n(-c2ccc(Nc3cc(-n4cc(Nc5ccccc5)cn4)ccn3)cc2)n1
2 | 10 | O=C1CCCN1CCn1cnc2c(NCCOc3ccccc3)nc(N3CCOCC3)nc21
2 | 8 | N[C@H](c1ccc(F)cc1)c1nc2cc(-c3ccncc3)cnc2s1
11 | nt | Cc1cc2c(OCC(CNC(C)(C)C)OC(=O)c3ccccc3)cccc2[nH]1 (centres undefined)
-9 | 9 | O=C(Nc1ccc(Oc2ccccc2)cc1)c1cncc(-c2ccccc2)c1
7 | -5 | CC(C)N(CCNc1ncnc2nc(-c3ccc(C(=O)NC4CC4)cc3)[nH]c12)C(C)C
-5 | -11 | CC(=O)c1cccc(-c2nccc(NC3CCN(Cc4ccccc4)CC3)n2)c1

3 entries from above, ordered by the number in ULK1 primary, lowest first:
| molecule | ULK1 primary | ASK1 primary |
| --- | --- | --- |
| Cc1nc(C)n(-c2ccc(Nc3cc(-n4cc(Nc5ccccc5)cn4)ccn3)cc2)n1 | -43 | -12 |
| O=C(Nc1ccc(Oc2ccccc2)cc1)c1cncc(-c2ccccc2)c1 | -9 | 9 |
| COc1cc(Nc2cc(C)nc(N3CCN(Cc4ccc5c(c4)OCO5)CC3)n2)cc(OC)c1OC | -4 | 32 |

A draw from above in order of molar mass, highest first:
ULK1 primary | ASK1 primary | Structure
15 | 10 | c1ccc(CN2CCC(Nc3nc(Nc4ccc5ncccc5c4)nc4c3ncn4-c3ccsc3)CC2)cc1
-4 | 32 | COc1cc(Nc2cc(C)nc(N3CCN(Cc4ccc5c(c4)OCO5)CC3)n2)cc(OC)c1OC
2 | 10 | O=C1CCCN1CCn1cnc2c(NCCOc3ccccc3)nc(N3CCOCC3)nc21
5 | nt | CCc1c(C)nc(-n2nc(C)cc2NC(=O)c2ccc(-c3ccccc3)cc2)[nH]c1=O
